# SENP8 block-1: inhibitors of human SENP8 protease; recombinant SENP8, Nedd8 substrate fluorescence; inhibition, % at 20 µM; 0.64% of 360,000 active; AID 602440; in the data active = inhibition mostly above about 40%, no sharp cut-off; inactive = mostly below about 27%
# Target sequence (Q96LD8 whole entry, looked up): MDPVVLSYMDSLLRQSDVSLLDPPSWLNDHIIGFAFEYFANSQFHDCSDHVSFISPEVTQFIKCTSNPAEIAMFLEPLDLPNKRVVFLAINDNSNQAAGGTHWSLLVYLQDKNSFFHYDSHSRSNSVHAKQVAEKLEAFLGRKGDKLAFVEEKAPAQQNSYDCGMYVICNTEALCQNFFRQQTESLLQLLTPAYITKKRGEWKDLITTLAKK
# UBC13 polyUb: inhibitors of human UBC13 polyubiquitin chain formation | AID 485273 | inhibition, % at 20 µM | 0.47% of 330,000 active | TR-FRET; in the data active = inhibition above about 45%, passing the limit was not always enough
# Target sequence (P61088 whole entry, looked up): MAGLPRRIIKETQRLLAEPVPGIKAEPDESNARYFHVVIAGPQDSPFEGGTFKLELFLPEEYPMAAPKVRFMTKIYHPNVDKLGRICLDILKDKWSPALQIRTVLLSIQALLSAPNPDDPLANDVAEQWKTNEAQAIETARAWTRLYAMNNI
# SENP6 inh: inhibitors of human SENP6 protease. Q9GZR1. Recombinant SENP6 catalytic domain, aminoluciferin luminescence. inhibition, % at 10 µM. 1.8% of 330,000 active. AID 2599;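 active = inhibition above about 50% at the single tested dose, limit read from the data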;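 note: plate controls were DMSO wells with enzyme for no effect and DMSO wells lacking enzyme for full effect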
# SENP1 FRET inh: blocks the human SENP1 SUMO protease catalytic domain; Q9P0U3; recombinant SENP1 catalytic domain, CyPet-SUMO1-YPet FRET cleavage; inhibition, % at 10 µM; 0.21% of 360,000 active; AID 624204;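 active = inhibition at least 30% at 10 µM, raw YFP signal under a set limit, fluorescence ratio 0.5 to 1.5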;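 note: 0% = enzyme with DMSO and 100% = no enzyme wells; some results filed as inactive read as strong as hits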
# Target sequence (Q9P0U3 419-644 limits assumed): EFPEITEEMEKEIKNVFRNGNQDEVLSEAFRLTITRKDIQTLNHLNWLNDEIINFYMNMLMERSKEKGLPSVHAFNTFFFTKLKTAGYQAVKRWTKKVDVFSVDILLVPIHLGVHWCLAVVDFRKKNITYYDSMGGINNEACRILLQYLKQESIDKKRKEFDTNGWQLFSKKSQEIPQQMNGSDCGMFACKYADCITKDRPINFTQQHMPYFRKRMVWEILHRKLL
#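 System: Recombinant human SENP1 catalytic domain, His6-tagged | Incubation: Enzyme reaction for 50 min at room temperature, dark | Medium: Tris pH 8 with BME, BSA, NP40 and catalase | Also added: 25 nM SUMO1 FRET substrate | Compound: 10 µM single point, 0.5% DMSO | Measured by: FRET fluorescence in CFP and YFP emission channels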
# SENP7 inh: blocks the human protease SENP7; recombinant SENP7, Z-RLRGG-aminoluciferin luminescence, 40 min; inhibition, % at 5 µM; 1.5% of 330,000 active; AID 434973;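 active = inhibition above about 50% at the single test dose, limit read from the data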;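 note: plate controls were DMSO with enzyme for no effect and no enzyme buffer wells for full effect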
# Target sequence (Q9BQF6 706-1050 limits assumed): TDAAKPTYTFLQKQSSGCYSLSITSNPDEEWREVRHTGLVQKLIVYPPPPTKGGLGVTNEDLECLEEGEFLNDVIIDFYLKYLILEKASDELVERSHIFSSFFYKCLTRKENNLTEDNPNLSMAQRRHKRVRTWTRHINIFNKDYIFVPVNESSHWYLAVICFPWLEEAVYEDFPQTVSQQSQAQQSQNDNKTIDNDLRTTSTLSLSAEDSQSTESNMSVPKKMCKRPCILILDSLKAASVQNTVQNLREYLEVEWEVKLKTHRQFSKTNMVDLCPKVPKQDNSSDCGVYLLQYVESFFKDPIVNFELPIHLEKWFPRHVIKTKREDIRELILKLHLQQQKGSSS
# A3G deaminase: APOBEC3G (human) deaminase inhibition | recombinant A3G, ssDNA deamination FAM/TAMRA fluorescence | inhibition, % at 20 µM | 0.28% of 330,000 active | AID 493012;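 active = inhibition of at least 40% at 20 µM, with no more than 30% in the related APOBEC3A deaminase screen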;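 note: plate controls were DMSO wells with A3G for no effect and wells lacking A3G enzyme for full effect; some compounds called inactive have numbers as strong as hits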
# SENP8 block-2: inhibitors of human SENP8 protease | purified SENP8, Z-RLRGG-aminoluciferin cleavage, luminescence | inhibition, % at 10 µM | 1.2% of 330,000 active | AID 2540; in the data active = inhibition above about 50%
# Apaf1 inhib: inhibitors of human Apaf-1 apoptosome; O14727; reconstituted apoptosome caspase-3 activity, DEVD-Rh110 fluorescence; inhibition, % at 20 µM; 0.71% of 330,000 active; active = inhibition of at least 40% at 20 µM;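 note: plate controls were DMSO wells for no effect and DEVD-CHO caspase inhibitor wells for full effect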
#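 Material: reconstituted apoptosome with Apaf-1, cytochrome c, caspase-9, procaspase-3, dATP. Technique: Rh110 fluorescence intensity. Buffer or medium: pH 7.5 Hepes buffer with CHAPS, BSA, DTT. Times: 30 min plus 50 min, RT.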
# Numbers without * were called inactive.
SMILES,SENP8 block-1,UBC13 polyUb,SENP6 inh,SENP1 FRET inh,SENP7 inh,A3G deaminase,SENP8 block-2,Apaf1 inhib
CCN(CC)c1ccc(NC(=O)c2c(C)noc2C)cc1,2,-17,17,1,0,1,9,-4
O=C(NNc1ncnc2sccc12)c1ccc(Cl)cc1,28,3,-26,3,5,-1,2,-1
COc1ccc(C(=O)Nc2ccnn2C2CCN(CC3CC=CCC3)CC2)cc1 (stereo unspecified),2,0,-10,-2,-8,0,3,-3
CCN(CC)S(=O)(=O)c1ccc(N2CCOCC2)c(NC(=O)c2ccc(NC(C)=O)cc2)c1,4,3,9,1,11,1,6,-10
Cc1cc(C)c2nc(NC(=O)c3cc(C)on3)sc2c1,-55,-12,-19,0,-5,-6,-10,9
Cn1c(=O)c2c(nc(N3CCOCC3)n2CCCNC2=NCCCCC2)n(C)c1=O,14,-5,-22,2,-2,-4,-9,-6
COc1ccc(C)cc1Nc1nc(-c2c[nH]c3ccccc23)cs1,-127,-26,26,-19,7,34,-1,25
O=C(CCCc1c[nH]c2ccccc12)N[C@@H](Cc1c[nH]c2ccccc12)C(=O)O,8,0,-15,1,-1,-6,-1,-2
COC(=O)c1ccc(N2NC(=O)/C(=C/c3cc(OC)c(O)c(OC)c3)C2=O)cc1,13,-315,4,7,1,10,4,4
O=S(=O)(c1ccc2ccccc2c1)N1CCN(C(=S)Nc2ccccc2F)CC1,20,20,3,2,2,-4,1,-10
O=C(C[n+]1ccncc1)c1ccccc1,4,4,-13,-5,-6,-5,-3,5
COC(=O)c1cc(N2C(=O)C3C4C=CC(CC4)C3C2=O)ccc1Cl (stereo unspecified),7,7,5,-1,1,-14,3,2
Cc1cc(=O)oc2cc(OCC(=O)N3CC[C@@]4(O)CCCC[C@H]4C3)c(Cl)cc12,-143,-11,2,0,-2,-4,3,-1
C=C1CCC[C@]2(C)C[C@H]3OC(=O)C(CNCCN(C)C)[C@H]3CC12 (stereo partly specified),19,13,-52,-1,-9,-2,-6,4
CCOc1cccc(OCCOCCN(C)Cc2ccccc2)c1,26,6,4,-2,2,3,4,-1
Cc1ccc(C(C(=O)NC2CCCCC2)N(C(=O)Cc2c[nH]c3ccccc23)c2ccccc2)o1 (stereo unspecified),6,-10,7,-2,3,3,-4,8
C=CCn1c(=S)[nH]c2scc(-c3ccc(C)o3)c2c1=O,-9,-17,12,1,8,4,-5,2
COc1ccc(NC(=O)CSc2nnc(C)n2C2CCCCC2)cc1,-2,3,-3,3,-1,-7,0,2
CCOC(=O)N1CCN(S(=O)(=O)N2CCCC(C(=O)NCc3cccc(OC)c3)C2)CC1 (stereo unspecified),4,4,0,0,-3,-6,1,0
Fc1ccc(NC(=S)Nc2cccc3ccccc23)cc1,-496,-37,65*,-24,22,-2,44,85*
O=C(O)C1=C[C@@H](C2CC2)C[C@@H](OCc2ccc(CO)cc2)O1,13,-3,-21,1,-13,-10,-12,7
CC(=O)Nc1cccc(NC(=O)CSc2nnc(Cc3cccn3C)n2CCc2ccccc2)c1,4,-2,-22,-5,-6,-5,-8,5
NS(=O)(=O)c1cccc(NC(=O)CSc2nc3ccccc3[nH]2)c1,29,-3,17,0,10,1,5,1
Cc1oc(S(=O)(=O)N2CCCC2)cc1C(=O)Nc1ccccc1,13,4,-4,3,5,-6,-2,-10
O=C(COC(=O)Cc1ccc(Cl)cc1Cl)NC1CC1,10,-2,-11,5,3,-1,-5,1

# Gathered by group: the compounds so far with a halogen.
SMILES,SENP8 block-1,UBC13 polyUb,SENP6 inh,SENP1 FRET inh,SENP7 inh,A3G deaminase,SENP8 block-2,Apaf1 inhib
O=C(NNc1ncnc2sccc12)c1ccc(Cl)cc1,28,3,-26,3,5,-1,2,-1
O=S(=O)(c1ccc2ccccc2c1)N1CCN(C(=S)Nc2ccccc2F)CC1,20,20,3,2,2,-4,1,-10
COC(=O)c1cc(N2C(=O)C3C4C=CC(CC4)C3C2=O)ccc1Cl (stereo unspecified),7,7,5,-1,1,-14,3,2
Cc1cc(=O)oc2cc(OCC(=O)N3CC[C@@]4(O)CCCC[C@H]4C3)c(Cl)cc12,-143,-11,2,0,-2,-4,3,-1
Fc1ccc(NC(=S)Nc2cccc3ccccc23)cc1,-496,-37,65*,-24,22,-2,44,85*
O=C(COC(=O)Cc1ccc(Cl)cc1Cl)NC1CC1,10,-2,-11,5,3,-1,-5,1

# Copied from above (2 entries):
SMILES,SENP8 block-1,UBC13 polyUb,SENP6 inh,SENP1 FRET inh,SENP7 inh,A3G deaminase,SENP8 block-2,Apaf1 inhib
CCN(CC)c1ccc(NC(=O)c2c(C)noc2C)cc1,2,-17,17,1,0,1,9,-4
O=C(NNc1ncnc2sccc12)c1ccc(Cl)cc1,28,3,-26,3,5,-1,2,-1

# (cont.)
SMILES,SENP8 block-1,UBC13 polyUb,SENP6 inh,SENP1 FRET inh,SENP7 inh,A3G deaminase,SENP8 block-2,Apaf1 inhib
COc1ccc(OC)c(C(=O)N2CCC(C(=O)c3ccc(F)cc3)CC2)c1,16,-8,-2,1,-9,-5,-4,1
Cc1nc2ccccc2c(=O)n1NC(=O)C1CC1,2,-6,3,2,3,1,-3,-1
O=c1[nH]c(SCc2ccccc2)nc2c1sc1ccccc12,-76,27,-5,0,-9,-10,-6,4
CCC(=O)c1ccc(OCC(=O)N2CCN(c3ncccn3)CC2)cc1,-21,4,-24,0,-6,-7,-11,-1
O/N=C1\CC(O)Cc2nonc21 (stereo unspecified),4,5,-20,-1,4,0,0,-2
N/C(=C/C(=O)c1ccccc1O)C(F)(F)F,2,13,-31,4,-7,-2,-24,-8
O=S(=O)(c1ccc(Br)cc1)N1CCN=C1SCc1cccnc1,12,-6,-9,3,-9,-10,-4,15
O=C(NC1CCCc2c1cnn2-c1cc(F)cc(F)c1)c1cc[n+]([O-])cc1 (stereo unspecified),8,-1,-4,2,-3,-8,-4,1
CCc1nnc(NC(=O)CCC(=O)N2CCN(S(=O)(=O)c3ccc(OC)cc3)CC2)s1,10,-4,-17,0,-1,0,-6,3
COc1cccc(NC(=O)CN(C)C(=O)c2ccc(NS(=O)(=O)c3ccc(F)cc3)cc2)c1,2,9,-7,3,6,-7,-2,-10
CCCn1nnnc1NC(=O)c1cc(Br)ccc1OC,11,7,4,-1,-3,-6,2,-18
COc1ccc(N=C2NC(=O)/C(=C\c3ccco3)S2)cc1,-6,-8,-13,2,-10,26,-4,13
COc1ccc(Cl)cc1-c1csc(N)n1,-2,5,-2,-1,-2,-4,-5,-2
Cc1ccc(Cn2ccc(=O)c(Cc3c(Cl)cccc3Cl)c2C)cc1,8,5,-7,1,9,0,-8,17
COc1cccc(-c2ccc(-c3noc(-c4ccccc4F)n3)c(OC)n2)c1,-274,28,-4,-8,10,-4,-5,-5
COc1ccccc1NC(=O)CC(=O)c1cccc([N+](=O)[O-])c1,8,5,-24,3,0,-5,3,6
O=C1COc2cc(S(=O)(=O)CCC(=O)N3CCCCC3)c(Cl)cc2N1,19,7,0,1,10,-5,5,3
CC1Cc2ccccc2N1Cc1nc2cc(Cl)ccc2c(=O)[nH]1 (stereo unspecified),-42,-14,-20,-39,9,1,7,13
O=c1c(Cl)c(N2CCOCC2)cnn1-c1ncc(C(F)(F)F)cc1Cl,14,0,-1,0,7,-1,-3,14
CN1CCC2(CC1)Nc1nc(SCc3ccc(Cl)cc3)nn1C1=C2CN(C)CC1,-84,13,7,-2,-5,-2,4,6
CC1(C)C2CC=C(/C=N/NC(=S)Nc3cccnc3)C1C2 (stereo unspecified),5,4,7,1,-10,-5,3,9
O=c1oc(C2(O)CCCCC2)cc2ccc(-c3ccc4[nH]ccc4c3)cc12,-360,12,12,-1,53*,-10,10,-8
Cc1ccc(NC(=O)COC(=O)CCC(=O)c2cccs2)c(C)c1,5,0,6,6,11,1,-3,-4
COc1nn(CC(=O)N2N=C(C)CC2(O)C(F)F)cc1[N+](=O)[O-] (stereo unspecified),19,-7,-12,2,-3,-3,-11,11
COc1cccc(C(=O)Nc2cc(NC(=O)c3ccco3)ccc2OC)c1,15,1,-4,-1,1,1,0,7
# Next part
SMILES,SENP8 block-1,UBC13 polyUb,SENP6 inh,SENP1 FRET inh,SENP7 inh,A3G deaminase,SENP8 block-2,Apaf1 inhib
Cc1ccc(C)c(C(=O)Cn2c(NCCO)nc3ccccc32)c1,15,-2,-38,2,-5,-7,-5,5
O=C(O)Cn1cc(C(=O)C2CC2)c2ccccc21,2,11,-3,2,-10,-10,-2,-10
CN1CC(=O)N(CC(=O)Nc2ccc(F)cc2)c2ccccc2C1=O,23,-5,-17,3,-6,-7,-8,9
Cc1ccc(N=Cc2nc(-c3ccco3)oc2O)cc1,-22,-8,28,-127,-13,-3,13,3
CN1CCN(S(=O)(=O)c2ccc(Nc3ccc(F)cc3)nc2)CC1,-99,1,-2,0,-1,-10,-4,32
O=C(COC(=O)c1ccc(F)c([N+](=O)[O-])c1)NC(=O)NCc1ccccc1,4,-11,-6,1,-5,6,-8,16
O=C(O)c1cccc(N2C(=S)N=C(Nc3ccccc3)C23CCCCC3)c1,6,-3,3,2,-7,-5,-16,-10
COc1ccc(-c2csc(NCCc3nc4cc(Cl)c(Cl)cc4n3CCCO)n2)cc1,-12,13,0,-1,2,-6,-3,1
Cc1cc(O)c(C(=O)Nc2cccc(Cl)c2)c(=O)n1C,-1,8,16,-2,40,-6,5,6
O=C(CN1C(=O)CCS(=O)(=O)c2ccccc21)Nc1ccccc1F,15,5,-13,1,3,-6,-5,-3
COc1cccc(C2(C)NC(=O)N(CC(=O)c3cc(C)n(C4CC4)c3C)C2=O)c1 (stereo unspecified),17,-3,0,-2,4,-4,1,5
CCOc1ccc(Br)cc1C(=O)N/N=C/c1ccc([N+](=O)[O-])cc1,17,-4,-13,0,-7,-2,-11,6
Cc1cccc(OC(C)C(=O)Nc2nccs2)c1 (stereo unspecified),27,1,-4,-3,-2,-4,3,4
CNC(=S)Nc1cc(OC)c(NC(=O)c2ccco2)cc1OC,1,-11,-34,-1,-6,7,1,-3
CS(=O)(=O)n1nc(-c2ccccc2)nc1N,0,-1,-21,3,-8,-7,-12,0
Cc1cc2ncn(CCOc3ccccc3C#N)c2cc1C,17,-1,-26,-3,-8,0,-13,5
CCCCC(CC)Cn1c(O)c(/C=C2\C=NN=C2c2ccccc2)sc1=S (stereo unspecified),28,-8,-25,-9,1,0,-1,3
